TcdB inh – TcdB glycohydrolase inhibitors, primary screen, biochemical, single point, plate reader; inhibition, % at 9.99 µM; AID 652162, 2013; TcdB glycohydrolase enzymatic assay; 350,000 tested, 0.24% active; Toxin B (Clostridioides difficile), P18177; in the data active = inhibition above about 10%
Target sequence (P18177 whole entry, looked up): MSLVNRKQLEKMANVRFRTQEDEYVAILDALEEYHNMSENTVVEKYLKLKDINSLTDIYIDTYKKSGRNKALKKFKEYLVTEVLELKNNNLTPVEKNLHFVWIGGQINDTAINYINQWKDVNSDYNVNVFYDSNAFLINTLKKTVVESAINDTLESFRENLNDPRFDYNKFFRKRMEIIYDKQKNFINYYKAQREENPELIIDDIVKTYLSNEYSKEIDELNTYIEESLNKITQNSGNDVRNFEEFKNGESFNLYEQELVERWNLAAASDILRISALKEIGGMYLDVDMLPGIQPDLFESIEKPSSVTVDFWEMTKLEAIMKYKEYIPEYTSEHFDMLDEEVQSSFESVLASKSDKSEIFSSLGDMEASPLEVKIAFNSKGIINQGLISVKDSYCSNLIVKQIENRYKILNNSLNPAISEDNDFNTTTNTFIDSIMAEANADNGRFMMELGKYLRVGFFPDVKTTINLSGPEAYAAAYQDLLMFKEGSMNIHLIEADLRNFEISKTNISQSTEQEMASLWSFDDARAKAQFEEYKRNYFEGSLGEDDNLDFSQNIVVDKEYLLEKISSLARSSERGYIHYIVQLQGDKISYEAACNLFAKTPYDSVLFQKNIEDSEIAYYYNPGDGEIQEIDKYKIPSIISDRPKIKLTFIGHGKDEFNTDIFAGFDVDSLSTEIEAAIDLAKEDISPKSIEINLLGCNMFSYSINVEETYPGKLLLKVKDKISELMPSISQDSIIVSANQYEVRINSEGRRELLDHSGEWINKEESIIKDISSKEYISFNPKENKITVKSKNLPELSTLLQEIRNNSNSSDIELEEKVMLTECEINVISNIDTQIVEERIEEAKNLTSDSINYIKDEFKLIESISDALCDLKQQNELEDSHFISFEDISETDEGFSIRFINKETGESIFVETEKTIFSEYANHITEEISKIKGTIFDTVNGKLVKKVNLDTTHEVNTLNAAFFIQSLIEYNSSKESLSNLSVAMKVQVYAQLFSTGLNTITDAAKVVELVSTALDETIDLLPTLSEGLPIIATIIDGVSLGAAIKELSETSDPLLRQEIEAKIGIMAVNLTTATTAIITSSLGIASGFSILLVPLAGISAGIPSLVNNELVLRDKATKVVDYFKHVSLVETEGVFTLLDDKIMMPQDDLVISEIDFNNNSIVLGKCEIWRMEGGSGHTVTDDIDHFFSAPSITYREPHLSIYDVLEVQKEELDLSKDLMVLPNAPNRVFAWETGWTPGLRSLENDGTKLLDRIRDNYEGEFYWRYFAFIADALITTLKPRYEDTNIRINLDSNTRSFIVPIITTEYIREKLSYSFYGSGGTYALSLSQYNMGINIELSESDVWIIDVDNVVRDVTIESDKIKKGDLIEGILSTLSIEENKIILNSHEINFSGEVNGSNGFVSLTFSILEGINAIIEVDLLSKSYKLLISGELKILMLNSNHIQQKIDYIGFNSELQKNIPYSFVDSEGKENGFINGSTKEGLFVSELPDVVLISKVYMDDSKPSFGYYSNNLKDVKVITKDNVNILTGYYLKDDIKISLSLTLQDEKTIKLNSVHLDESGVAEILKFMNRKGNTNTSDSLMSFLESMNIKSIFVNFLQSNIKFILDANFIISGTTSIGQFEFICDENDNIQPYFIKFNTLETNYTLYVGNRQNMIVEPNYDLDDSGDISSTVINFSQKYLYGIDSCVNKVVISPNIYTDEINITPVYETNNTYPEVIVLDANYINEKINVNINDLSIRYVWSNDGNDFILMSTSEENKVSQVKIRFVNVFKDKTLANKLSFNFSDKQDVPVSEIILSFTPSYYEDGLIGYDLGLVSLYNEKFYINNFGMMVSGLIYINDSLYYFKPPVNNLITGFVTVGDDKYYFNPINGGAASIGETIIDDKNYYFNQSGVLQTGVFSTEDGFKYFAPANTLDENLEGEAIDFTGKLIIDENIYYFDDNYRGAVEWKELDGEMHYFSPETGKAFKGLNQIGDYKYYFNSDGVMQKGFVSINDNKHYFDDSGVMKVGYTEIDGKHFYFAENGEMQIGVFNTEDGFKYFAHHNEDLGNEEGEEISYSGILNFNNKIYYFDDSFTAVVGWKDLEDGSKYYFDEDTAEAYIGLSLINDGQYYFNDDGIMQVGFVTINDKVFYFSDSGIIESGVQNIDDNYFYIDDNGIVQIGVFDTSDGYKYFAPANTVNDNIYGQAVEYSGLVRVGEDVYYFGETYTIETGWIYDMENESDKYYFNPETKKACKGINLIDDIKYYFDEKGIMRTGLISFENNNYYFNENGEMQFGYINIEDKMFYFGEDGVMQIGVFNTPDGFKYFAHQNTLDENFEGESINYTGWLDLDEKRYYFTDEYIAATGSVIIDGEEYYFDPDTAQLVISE
Starred values were filed as active, the others as inactive; & = joins results of further samples. Only part of the results is shown; rates above refer to the full screens.

canonical_smiles	TcdB inh
CCN1[C@@H]2Cn3c(ccc(-c4cccc(F)c4)c3=O)[C@H]1[C@@H](C(=O)NCCCN(C)C)[C@@H]2CO	-5.2
O=C(c1cnccn1)N1CC(=O)N2[C@@H](CO)[C@H](c3ccc(C4=CCCCC4)cc3)[C@@H]2C1	-1.0
O=C(CC1CC1)N1[C@@H](CO)[C@H](c2ccccc2)C12CN(Cc1ccncc1)C2	-0.6
O=C(C[C@H]1C[C@H]2c3cc(NC(=O)Nc4ccccc4)ccc3O[C@H]2[C@@H](CO)O1)NCc1ccncc1	0.6
C[C@H]1CN([C@@H](C)CO)C(=O)c2cc(NC(=O)c3ccncc3)ccc2O[C@H]1CN(C)C(=O)NC1CCCCC1	0.7
C[C@@H]1CN([C@H](C)CO)C(=O)c2cccc(NC(=O)Nc3cccc4ccccc34)c2O[C@@H]1CN(C)Cc1ccc2c(c1)OCO2	1.2
COC(=O)c1ccc(CN2CC(=O)N3[C@H](CO)[C@H](c4ccc(-c5ccccc5F)cc4)[C@@H]3C2)cc1	0.9
C[C@H](CO)N1C[C@H](C)[C@H](CN(C)Cc2ccccc2)Oc2ccc(NC(=O)Cn3cnnn3)cc2C1=O	-0.8
COc1ccc(S(=O)(=O)Nc2ccc3c(c2)CC(=O)N([C@@H](C)CO)C[C@H](C)[C@H](CN(C)Cc2ccc(C(=O)Nc4ccccc4N)cc2)O3)cc1	-2.6
C[C@@H]1CN([C@@H](C)CO)C(=O)c2cccc(NS(=O)(=O)c3ccccc3)c2O[C@@H]1CN(C)CC1CCCCC1	-0.1
C[C@@H]1CN([C@@H](C)CO)C(=O)Cc2cc(NC(=O)C3CCCCC3)ccc2O[C@H]1CN(C)CC1CCCCC1	-0.9
C[C@@H]1CN([C@@H](C)CO)C(=O)Cc2cc(NC(=O)Nc3ccc(C(F)(F)F)cc3)ccc2O[C@@H]1CN(C)CC1CCCCC1	-0.8

Nothing new here: entries from further up.
canonical_smiles	TcdB inh
C[C@@H]1CN([C@@H](C)CO)C(=O)Cc2cc(NC(=O)C3CCCCC3)ccc2O[C@H]1CN(C)CC1CCCCC1	-0.9
C[C@@H]1CN([C@@H](C)CO)C(=O)Cc2cc(NC(=O)Nc3ccc(C(F)(F)F)cc3)ccc2O[C@@H]1CN(C)CC1CCCCC1	-0.8

Next part.
canonical_smiles	TcdB inh
N#Cc1ccc(-c2ccc(C3[C@@H]4CN(C(=O)C5CCCC5)C[C@H]3N4)cc2)cc1 (some centres undefined)	-0.3&0.2
CCCN(C)C[C@@H]1Oc2cc(C#Cc3ccc(F)cc3)ccc2S(=O)(=O)N([C@@H](C)CO)C[C@@H]1C	0.6
C[C@H](CO)N1C[C@H](C)[C@H](CN(C)S(=O)(=O)c2cccs2)Oc2c(NC(=O)c3ccc(-c4nccs4)cc3)cccc2C1=O	0.9
C[C@@H]1CN([C@H](C)CO)S(=O)(=O)c2ccc(C#Cc3ccccc3)cc2O[C@H]1CN(C)C(=O)Cc1ccccn1	0.6
O=S(=O)(c1ccccc1)N1CC[C@@H]2[C@@H](CO)Nc3ccc(-c4ccccc4F)cc3[C@@H]21	0.4
COCC(=O)Nc1ccc2c(c1)OC[C@@H](C)N(Cc1ccccc1C(=O)O)C[C@@H](C)[C@H](OC)CN(C)C2=O	-3.3
Cc1ccc(-c2ccc([C@@H]3[C@H](CO)N4C(=O)CN(C(=O)CN5CCOCC5)C[C@@H]34)cc2)cc1	-1.0
Fc1ccccc1CN1[C@@H]2CNC[C@H]1C2c1ccc(-c2ccccc2)cc1 (some centres undefined)	0.8
CN(C)C(=O)c1cccc(-c2ccc([C@@H]3[C@@H](C#N)N(C(=O)C4CCCC4)[C@H]3CO)cc2)c1	0.3
O=C(C[C@@H]1C[C@H]2c3cc(NC(=O)C4CCC4)ccc3O[C@H]2[C@@H](CO)O1)NCc1ccc(Cl)cc1	0.7
CC(C)C#Cc1cnc2c(c1)C(=O)N([C@H](C)CO)C[C@@H](C)[C@H](CN(C)C(=O)c1ccccn1)O2	1.4
COc1ccccc1CNC(=O)C[C@@H]1CC[C@H]2[C@@H](COC[C@@H](O)CN2C(=O)Nc2ccc(C(F)(F)F)cc2)O1	-1.5
Cc1cccc(-c2ccc([C@@H]3[C@@H](CO)N4C(=O)CN(S(=O)(=O)c5cccc(F)c5)C[C@@H]34)cc2)c1	0.6
CNC(=O)C[C@@H]1CC[C@H]2[C@@H](COC[C@H](O)CN2S(=O)(=O)c2ccc(Oc3ccccc3)cc2)O1	-0.3
CO[C@H]1CN(C)C(=O)c2ccc(NC(C)=O)cc2OC[C@H](C)N(C(=O)C2CCOCC2)C[C@H]1C	0.5
CO[C@@H]1CN(C)C(=O)c2cc(NC(=O)Nc3ccc4c(c3)OCO4)ccc2OC[C@H](C)NC[C@H]1C	-1.1
CO[C@@H]1CN(C)C(=O)c2ccc(NC(=O)C3CC3)cc2OC[C@@H](C)N(C(=O)c2cnccn2)C[C@@H]1C	-1.3
CC(C)NC(=O)Nc1ccc2c(c1)C(=O)N(C)[C@H]1CC[C@@H](CC(=O)NCC3CCCCC3)O[C@H]1CO2	-1.9
CCCC#Cc1cnc2c(c1)C(=O)N([C@@H](C)CO)C[C@H](C)[C@H](CN(C)Cc1ccc(C(=O)O)cc1)O2	-0.8
OC(CSc1ccccn1)CC(O)c1ccccc1 (centres undefined)	-0.4
CC(C)NC(=O)Nc1cccc2c1O[C@@H](CN(C)C(=O)Nc1cccc3ccccc13)[C@@H](C)CN([C@@H](C)CO)C2=O	-0.6
Cc1noc(C)c1NC(=O)N(C)C[C@H]1Oc2cc(C#CCN(C)C)ccc2S(=O)(=O)N([C@H](C)CO)C[C@H]1C	0.3
COc1ccccc1-c1ccc2c(c1)O[C@H](CN(C)C(=O)c1ccccc1)[C@@H](C)CN([C@H](C)CO)S2(=O)=O	1.5
C[C@H](CO)N1C[C@H](C)[C@@H](CN(C)C(=O)C2CCC2)Oc2cc(C#C[C@@H](C)O)ccc2S1(=O)=O	-0.6
CN1[C@H](C(=O)NC2CCC2)[C@@H](CO)[C@@H]2Cn3c(ccc(-c4cccc(F)c4)c3=O)[C@@H]21	0.4
C[C@@H]1CN([C@@H](C)CO)C(=O)c2cc(NS(=O)(=O)c3ccc(F)cc3)ccc2O[C@@H]1CN(C)C	0.9
Cc1ccc(S(=O)(=O)NCC[C@H]2CC[C@@H](NC(=O)NC(C)C)[C@@H](CO)O2)cc1	-8.7
CO[C@@H](CN(C)S(=O)(=O)c1cccc(Cl)c1)[C@H](C)CN(C(=O)Nc1ccccc1F)[C@H](C)CO	0.6
C[C@H](CO)N1C[C@H](C)[C@@H](CN(C)C(=O)Nc2ccc(F)cc2)OCCCC[C@H](C)Oc2ccc(NC(=O)CCC(F)(F)F)cc2C1=O	-0.4
O=S(=O)(N[C@H]1CC[C@H](CCn2cc(-c3cccnc3)nn2)O[C@H]1CO)c1ccc(Cl)cc1	-0.5
CNC(=O)C[C@H]1CC[C@@H]2[C@H](COC[C@H](O)CN2C(=O)Nc2ccc(Cl)c(Cl)c2)O1	-1.7
C[C@@H]1CN([C@H](C)CO)C(=O)c2cccc(NC(=O)C3CCOCC3)c2O[C@H]1CN(C)Cc1ccc(Cl)c(Cl)c1	1.2
Cc1noc(C)c1NC(=O)Nc1ccc2c(c1)CC(=O)N([C@@H](C)CO)C[C@H](C)[C@@H](CN(C)Cc1ccc(Cl)c(Cl)c1)O2	-0.7
O=C(C[C@@H]1C=C[C@@H](NC(=O)C2CCOCC2)[C@H](CO)O1)NCC1CC1	-0.9
C[C@@H]1CCCCO[C@@H](CN(C)Cc2ccccc2)[C@@H](C)CN([C@H](C)CO)C(=O)c2cc(NS(=O)(=O)c3ccccc3)ccc2O1	0.8
CC(C)NC(=O)Nc1ccc2c(c1)C(=O)N([C@H](C)CO)C[C@@H](C)[C@@H](CN(C)C(=O)c1ccncc1)OCCCC[C@H](C)O2	-0.2
C[C@@H]1CCCCO[C@@H](CN(C)S(=O)(=O)c2ccccc2)[C@H](C)CN([C@@H](C)CO)C(=O)c2cc(NC(=O)Nc3ccc4c(c3)OCO4)ccc2O1	0.4
C[C@@H]1CCCCO[C@@H](CN(C)C(=O)CCC(F)(F)F)[C@@H](C)CN([C@@H](C)CO)C(=O)c2cc(NC(=O)NC3CCCCC3)ccc2O1	-1.6
CO[C@@H]1CN(C)C(=O)c2cc(NC(=O)c3cccc(F)c3)ccc2OC[C@H](C)NC[C@@H]1C	-5.5
C[C@H]1CCCCO[C@H](CN(C)C(=O)c2ccncc2)[C@@H](C)CN([C@@H](C)CO)C(=O)c2cc(N(C)C)ccc2O1	-34.4
O=C(N[C@@H]1C=C[C@H](CC(=O)N2CCN(c3ccccc3)CC2)O[C@@H]1CO)c1ccncc1	-8.0
O=C(CCN1CCCCC1)N[C@@H]1C=C[C@H](CC(=O)N2CCC(Cc3ccccc3)CC2)O[C@@H]1CO	-1.9
COc1ccc2c3c([nH]c2c1)[C@H](CO)N(C(=O)c1ccncc1)CC31CCN(C(=O)Nc2cccc(F)c2)CC1	0.6
C[C@H]1CN([C@@H](C)CO)C(=O)Cc2cc(NC(=O)CCCCCC(=O)Nc3ccccc3N)ccc2O[C@@H]1CN(C)CC1CC1	-0.7
COc1ccc(NC(=O)N(C)C[C@H]2Oc3ccc(NC(=O)Cn4cnnn4)cc3C(=O)N([C@H](C)CO)C[C@H]2C)cc1	0.3
Cc1noc(C)c1NC(=O)Nc1ccc2c(c1)CC(=O)N([C@@H](C)CO)C[C@@H](C)[C@@H](CN(C)C(=O)Nc1ccc(C(F)(F)F)cc1)O2	0.3
C[C@@H]1CCCCO[C@@H](CN(C)CC2CC2)[C@H](C)CN([C@H](C)CO)C(=O)c2cc(NC(=O)C3CCCCC3)ccc2O1	-1.0
O=C(NCC[C@H]1CC[C@H](NS(=O)(=O)c2cccc(Cl)c2)[C@H](CO)O1)c1cnccn1	-0.2

Shown as labelled records: part of the list above.
SMILES: O=C(N[C@@H]1C=C[C@H](CC(=O)N2CCN(c3ccccc3)CC2)O[C@@H]1CO)c1ccncc1
- TcdB inh = -8.0
SMILES: CO[C@@H]1CN(C)C(=O)c2cc(NC(=O)c3cccc(F)c3)ccc2OC[C@H](C)NC[C@@H]1C
- TcdB inh = -5.5
SMILES: O=C(NCC[C@H]1CC[C@H](NS(=O)(=O)c2cccc(Cl)c2)[C@H](CO)O1)c1cnccn1
- TcdB inh = -0.2
SMILES: C[C@@H]1CCCCO[C@@H](CN(C)CC2CC2)[C@H](C)CN([C@H](C)CO)C(=O)c2cc(NC(=O)C3CCCCC3)ccc2O1
- TcdB inh = -1.0

The listing continues:
canonical_smiles	TcdB inh
COc1ccc(-c2ccc([C@@H]3[C@@H](CO)N4CCCCN(C(=O)Cc5ccncc5)C[C@H]34)cc2)cc1	0.0
CN(C)C(=O)[C@H]1N[C@H]2c3ccc(-c4ccc(F)cc4)c(=O)n3C[C@H]2[C@@H]1CO	-0.5
C[C@H](CO)N1C[C@H](C)[C@@H](CN(C)S(=O)(=O)c2ccccc2)Oc2ccc(N(C)C)cc2C1=O	-2.5
CC(C)NC(=O)N1[C@H](CO)[C@@H](c2ccc(C#CC3CCCCC3)cc2)[C@@H]1C#N	1.5
C[C@H]1CN([C@@H](C)CO)C(=O)Cc2cc(NC(=O)Nc3ccc(C(F)(F)F)cc3)ccc2O[C@H]1CN(C)Cc1ccc(-c2ccccc2)cc1	0.2
C[C@@H]1CN([C@@H](C)CO)S(=O)(=O)c2ccc(C#CC(C)(C)O)cc2O[C@@H]1CN(C)Cc1ccncc1	0.4
C[C@H](CO)N1C[C@H](C)[C@H](CN(C)Cc2ccc3c(c2)OCO3)OCCCC[C@H](C)Oc2ccc(NS(=O)(=O)c3ccc(F)cc3)cc2C1=O	1.6
CCCNC(=O)N(C)C[C@H]1Oc2ncc(-c3ccc(F)cc3)cc2C(=O)N([C@H](C)CO)C[C@H]1C	-0.3
CC(C)NC(=O)N(C)C[C@@H]1Oc2ncc(-c3ccccc3F)cc2C(=O)N([C@H](C)CO)C[C@@H]1C	0.1
Cc1ccccc1-c1cnc2c(c1)C(=O)N([C@H](C)CO)C[C@@H](C)[C@@H](CN(C)C(=O)c1ccc(F)cc1)O2	-2.1
COc1ccc(CN(C)C[C@H]2Oc3ccc(NC(=O)Nc4ccc5c(c4)OCO5)cc3CC(=O)N([C@@H](C)CO)C[C@@H]2C)cc1	-0.2
N#C[C@H]1[C@H](c2ccc(-c3cncnc3)cc2)[C@@H](CO)N1C(=O)CN1CCOCC1	-1.4
COCC(=O)Nc1ccc2c(c1)C(=O)N(C)C[C@H](OC)[C@H](C)CN(C(=O)CC1CC1)[C@H](C)CO2	-0.4
CN(C)C(=O)c1cccc(-c2ccc([C@@H]3[C@@H](CO)N(C(=O)C4CCCC4)[C@H]3C#N)cc2)c1	0.4
CN1C(=O)c2cc(NC(=O)c3cccc(C(F)(F)F)c3)ccc2OC[C@H]2O[C@@H](CC(=O)NCCN3CCCC3)CC[C@H]21	3.4
C[C@H]1CN([C@@H](C)CO)C(=O)c2cc(NS(C)(=O)=O)ccc2O[C@H]1CN(C)CC1CCCCC1	-0.3
COc1ccc2c3c([nH]c2c1)[C@H](CO)N(C(=O)CN1CCOCC1)CC31CCN(CC2CCCC2)CC1	-3.2
O=C(C1CCC1)N1CC2(C1)[C@@H](c1ccccc1)[C@H](CO)N2C(=O)CC1CC1	0.3
COc1ccccc1NC(=O)N[C@H]1C=C[C@H](CC(=O)N[C@H](C)c2ccccc2)O[C@@H]1CO	-2.3
COc1cccc(NC(=O)N2[C@@H]3CNC[C@H]2C3c2ccc(-c3ccccc3)cc2)c1 (some centres undefined)	0.1&-4.8
